POLB inh – DNA polymerase beta (human) inhibition; Pol beta primer extension/strand displacement, fluorescence kinetic; Potency, µM (doses to about 114 µM), for inactives: top-dose activity change, negative = inhibition, hits mostly inhibitors; 340,000 tested, 1.3% active; AID 485314; further: potency means the concentration at half of the fitted maximal effect; on the % scale 0 is the no-effect control and ±100 the full control effect
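Values derive from four-parameter Hill fits of normalized kinetic data: reads at 0 and 10 min following addition of 50 nM substrate to 10 nM Pol beta preincubated 15 min with compound.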
Pol kappa inh – inhibitors of human DNA polymerase kappa; Q9UBT6; purified Pol kappa, fluorescent DNA synthesis assay, 10 min; Potency, µM (series often up to 107 µM), for the others: top-dose activity, negative = inhibition, usual class: inhibitors; 400,000 tested, 0.53% active; AID 588579; further: potency means the concentration at half of the fitted maximal effect; on the % scale 0 is the no-effect control and ±100 the full control effect
Target sequence (Q9UBT6 whole entry, looked up): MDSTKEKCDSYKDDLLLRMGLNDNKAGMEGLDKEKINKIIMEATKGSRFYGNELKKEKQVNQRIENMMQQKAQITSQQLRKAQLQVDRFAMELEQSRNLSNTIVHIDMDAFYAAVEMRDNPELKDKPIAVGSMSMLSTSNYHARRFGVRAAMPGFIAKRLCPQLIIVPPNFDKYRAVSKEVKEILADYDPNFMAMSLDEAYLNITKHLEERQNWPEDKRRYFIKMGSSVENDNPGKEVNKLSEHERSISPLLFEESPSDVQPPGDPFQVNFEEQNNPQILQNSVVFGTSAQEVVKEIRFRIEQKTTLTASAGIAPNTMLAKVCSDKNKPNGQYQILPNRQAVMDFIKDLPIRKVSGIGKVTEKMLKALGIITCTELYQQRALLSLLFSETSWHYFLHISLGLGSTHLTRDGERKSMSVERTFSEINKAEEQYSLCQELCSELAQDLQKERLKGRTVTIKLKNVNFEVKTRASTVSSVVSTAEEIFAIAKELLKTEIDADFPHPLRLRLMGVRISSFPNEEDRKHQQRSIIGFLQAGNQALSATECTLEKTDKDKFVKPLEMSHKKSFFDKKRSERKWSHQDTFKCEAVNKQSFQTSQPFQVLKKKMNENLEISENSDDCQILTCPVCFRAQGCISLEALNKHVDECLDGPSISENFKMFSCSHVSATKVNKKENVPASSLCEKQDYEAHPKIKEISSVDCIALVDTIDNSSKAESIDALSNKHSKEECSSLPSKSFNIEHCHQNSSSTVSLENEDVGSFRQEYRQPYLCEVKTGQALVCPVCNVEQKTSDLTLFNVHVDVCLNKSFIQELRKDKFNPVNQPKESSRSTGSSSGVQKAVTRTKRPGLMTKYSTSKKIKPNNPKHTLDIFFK
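Inhibition of 10 nM Pol kappa is measured by a fluorescent read-out at 0 and 10 min following addition of 50 nM substrate (final), with a 15-min room-temperature compound preincubation.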
RGS4 inh – blocks human RGS4-accelerated GTP hydrolysis; P49798; Transcreener GDP fluorescence polarization, RGS4-accelerated GTP hydrolysis; Potency, µM (titrated, usually from 114 µM), without a hit: at the top dose activity change, negative = inhibition, usual class: inhibitors; 390,000 tested, 0.039% active; AID 504845; further: potency means the concentration at half of the fitted maximal effect; on the % scale 0 is the no-effect control and ±100 the full control effect; nearly all actives have a fitted effect of over 75% in size; some results filed as inactive show a strong effect at the top dose
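MLSMR compounds (23 nl, pin-transferred) preincubated 10 min at room temperature with a 500nM (2x) first reagent, then RGS4 at 900nM (2x) plus Transcreener GDP mix added; fluorescence polarization (620/688 nm) read before and after 90 min at 30 °C.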
Apoferritin bind – binds horse apoferritin like a general anesthetic; AID 485281; 350,000 tested, 0.074% active; apoferritin/1-aminoanthracene competitive binding, fluorescence; Potency, µM (top dose mostly 77.5 µM), inactives show at the highest dose activity change, negative = displacement, most hits filed as inhibitors; further: potency means the concentration at half of the fitted maximal effect; on the % scale 0 is the no-effect control and ±100 the full control effect; nearly all actives have a fitted effect of over 20% in size
Target sequence (P02791 2-175 limits assumed): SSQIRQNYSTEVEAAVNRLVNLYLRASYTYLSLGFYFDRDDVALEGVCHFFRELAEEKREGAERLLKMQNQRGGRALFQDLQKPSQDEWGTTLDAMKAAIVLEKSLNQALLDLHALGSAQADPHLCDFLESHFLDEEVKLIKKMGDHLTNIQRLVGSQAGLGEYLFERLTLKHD
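Horse-spleen apoferritin (10 uM) was mixed with 50% saturated 1-aminoanthracene in PBS, exposed to compounds for 10 min at room temperature, and read for fluorescence (ex 380 nm, em 535 nm). Competitive displacement was fitted with a four-parameter Hill equation.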
ERG Ets-DNA blk – ERG Ets/DNA interaction inhibition. fluorescence polarization, His-ERG Ets domain / labelled DNA. P11308. 370,000 tested, 0.028% active. AID 624246. Potency, µM (top dose mostly 76.9 µM), for the others: at the top dose FP activity, negative = inhibition, usual class: inhibitors; active means well fitted inhibition curve with a large enough effect in the polarisation, with a control signal flat; inconclusive means small, poorly fitted or top-dose-only effect, or effect the other way, or a change in a side signal; inactive means no such curve, though single readings can be large or run the other way; the % refers to the polarisation;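 further: polarization taken with two DNA probes labelled with fluorescein and Texas red; potency means the concentration at half of the fitted maximal effect; % of control where 0% means no effect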
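His-tagged ERG Ets domain (1 uM in the protein solution; 300mM KCl, 50mM Tris-HCl, 1mM EDTA, 1mM DTT, pH 7.5) received compound, then a probe mix of 5 nM fluorescein-DNA and 100nM Texas-615-DNA. Fluorescence polarization was read for both dyes.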
APEX1 inh – blocks human APE1 abasic DNA cleavage; P27695; recombinant APE1, TAMRA/BHQ-2 abasic DNA cleavage fluorescence; Potency, µM (titrated, usually from 65.8 µM), for inactives: top-dose activity change, negative = inhibition, hits mostly inhibitors; 350,000 tested, 0.35% active;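 further: potency means the concentration at half of the fitted maximal effect; plate controls were vehicle for no effect and reference inhibitor for full effect; nearly all actives have a fitted effect of over 55% in size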
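Readout is kinetic fluorescence (ex 525, em 598 nm) from cleavage of 50 nM TAMRA/BHQ-2 THF abasic duplex by 0.75 nM APE1, compound added 15 min beforehand at RT.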
LDHA inh – LDHA (human) enzyme inhibition; P00338; purified LDHA, NADH/diaphorase-resazurin fluorescence; stronger effect = lower value; activity change, % (values are at about 110 or 230 µM); 480,000 tested, 0.15% active; in the data active means activity change below about -30%; inconclusive means mostly about -25% to -30%;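 further: plate controls were DMSO wells for no effect and wells without enzyme for full effect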
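LDH5 2 nM; NADH 0.06 mM, pyruvate 0.2 mM; 200 mM Tris pH 7.4, EDTA, Tween-20; 5 min RT. Detection: diaphorase 0.133 mg/mL + resazurin 37 µM, fluorescence ex540/em590 at 0 and 20 min; normalized to enzyme-free and DMSO wells.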
ALOX12 inh – blocks human arachidonate 12S-lipoxygenase; P18054; 580,000 tested, 1.1% active; purified 12hLO, xylenol orange hydroperoxide absorbance; Potency, µM (doses to about 108 µM), for the others: top-dose activity change, negative = inhibition, actives largely listed as inhibitors; further: potency means the concentration at half of the fitted maximal effect; on the % scale 0 is the no-effect control and ±100 the full control effect
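Purified human 12hLO (150 nM final) in 25 mM Hepes, 0.01% Triton X-100, pH 7.0 was preincubated 15 min at room temperature with compound. Then 40 uM arachidonic acid was added, 30 min. Hydroperoxide was read by Fe-XO absorbance ratio 573/405 nm.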
Pol eta inh – blocks human DNA polymerase eta activity; recombinant Pol eta, fluorescent DNA replication assay; Potency, µM (series often up to 114 µM), for inactives: at the highest dose activity change, negative = inhibition, hits mostly inhibitors; Q9Y253; 390,000 tested, 1.2% active; further: potency means the concentration at half of the fitted maximal effect; on the % scale 0 is the no-effect control and ±100 the full control effect
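Pol eta at 10 nM preincubated with compounds 15 min at room temperature; reaction started with fluorescent substrate (50 nM final) and read kinetically at 0 and 10 min.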
Starred values were filed as active, the others as inactive; ? = inconclusive; · = not tested or not shown; & = joins results of further samples; [ ] = remark or other dose. Unless noted, the call rests on the fitted dose curve; in most records, active means well fitted curve in the direction sought with a large enough effect; inconclusive means small, poorly fitted or top-dose-only effect, or another doubt; inactive means no such curve, though single readings can be large; an effect the other way counts as inactive or inconclusive. This is a subset; count on the stated rates, not on these rows.

SMILES	POLB inh	Pol kappa inh	RGS4 inh	Apoferritin bind	ERG Ets-DNA blk	APEX1 inh	LDHA inh	ALOX12 inh	Pol eta inh
CC(=O)C1=C(C)N(CC2CC2)C(=O)N[C@H]1c1cccs1	28%	-11%	16%	0%	-9%	18%&8%	-5	·	2%
CCCCCCOc1ccc(C(CC(=O)NC)C(=O)O)cc1 (centres undefined)	?	2%	9%	-23%	4%	15%	-4	7%	-13%
Cc1nn(C)c(Nc2ccc(Br)cc2)c1Br	0%	-10%	-32%	?	-1%	-2%	-2	1%	-17%
CN(C(=O)C1CCCCC1)C1CCS(=O)(=O)C1 (centres undefined)	·	-1%	4%	·	18%	33%	-5	0%	0%
CC1CCc2c(sc(NC(=O)c3ccccc3)c2C(=O)Nc2ccccc2)C1 (centres undefined)	9%	-1%	3%	0%	1%	·	4	0%	-14%
CCOc1cccc(/C=C/c2ccc3cccc(O)c3n2)c1O	-22%	-16%	-13%	-4%	-3%	-2%	13&9	?	-8%
CCOC(=O)c1ccc(OCCOc2ccccc2C)cc1	6%	-10%	-18%	50%[activator]	-11%	50%[activator]	-2	6%	-21%
CCCN1CCc2[nH]c(=S)[nH]c(=O)c2C1	-3%	-3%	-47%	35%[activator]	·	3%	7	-30%	-13%
CCC1=Nc2ccc(Br)cc2C(c2ccccc2)N1CC(=O)OC (centres undefined)	0%	-17%	2%	-18%	-2%	-2%	-6	0%	-19%
CCCN(C(=O)CSCC(=O)Nc1ccc(OC)cc1)c1c(N)n(Cc2ccccc2)c(=O)[nH]c1=O	·	-9%	-46%	·	10%	-3%	3	-25%	-6%
C=CCN1C(=O)C(CC(=O)O)S/C1=N/N=C/c1ccc(N(CC)CC)cc1 (centres undefined)	·	-21%	-6%	·	22%	8%	2	-25%	?
CC(C)C(=O)Nc1cccc(NC(=O)c2ccc(Cl)cc2Cl)c1	29%	2%	15%	-9%	6%	-3%	-9	-4%	-22%
O=C(NN1C(=O)c2ccccc2C1=O)C1CC2CCC1C2 (centres undefined)	-2%	-13%	3%	-1%	0%	15%	-2	7%	-9%
c1ccc(-c2ccccc2OCCn2cncn2)cc1	2%	12%	-28%	10%	-7%	-1%	0	11%[57.4 µM]	-16%
Cc1cccc(NC(=O)CSc2nnc(CNC(=O)c3cccc(C)c3)n2-c2ccccc2)c1	25%	-7%	-3%	-17%	4%	·	-3	0%	7%

Some of the entries above, set out differently.
SMILES | POLB inh | Pol kappa inh | RGS4 inh | Apoferritin bind | ERG Ets-DNA blk | APEX1 inh | LDHA inh | ALOX12 inh | Pol eta inh
CCCN1CCc2[nH]c(=S)[nH]c(=O)c2C1 | -3% | -3% | -47% | 35%[activator] | · | 3% | 7 | -30% | -13%
CCC1=Nc2ccc(Br)cc2C(c2ccccc2)N1CC(=O)OC (centres undefined) | 0% | -17% | 2% | -18% | -2% | -2% | -6 | 0% | -19%

Going on with the list.
SMILES	POLB inh	Pol kappa inh	RGS4 inh	Apoferritin bind	ERG Ets-DNA blk	APEX1 inh	LDHA inh	ALOX12 inh	Pol eta inh
O=C1CC(SCCO)C(=O)N1c1ccccc1 (centres undefined)	?	-6%	9%	?	-2%	5%	-10	19%	3%
Cc1cccc(CNC(=O)C2CCC(=O)N(Cc3ccccc3F)C2)n1 (centres undefined)	?	-21%	23%	-6%	0%	-15%	-2	9%	-1%
CC(=O)Nc1ccc(Cc2ccncc2)cc1	-12%	-19%	7%	1%	1%	-6%	-5	-10%	-5%
CCCn1c(SCC(=O)Nc2ccc(NC(=O)CC)cc2)nc2c1c(=O)n(C)c(=O)n2C	11%	0%	3%	2%	-11%	5%	-7	-3%	-4%
CCCn1nnnc1SCC(=O)NCc1ccccc1	4%	2%	-15%	-8%	-18%	-2%	-4	-9%	-14%
O=C(NC1=NCCS1)C1CC(=O)N(c2ccc(Cl)cc2)C1 (centres undefined)	1%	3%	3%	-8%	-1%	6%	0	-10%	-15%
O=C(CNS(=O)(=O)/C=C/c1ccccc1)OCC(=O)N1CCC(Cc2ccccc2)CC1	-2%	-28%	-28%	-1%	7%	-5%	1	0%	-1%
COc1ccc(/C=C/C(=O)NC(=S)NNC(=O)c2ccco2)cc1	-18%	-4%	-22%	-17%	11%	10%	-1	?	-7%
CCOC(=O)CCn1cc(F)c(=O)n(Cc2ccccc2)c1=O	-8%	-23%	23%	8%	-1%	-3%	-17	-22%	-2%
COCCN(C(=O)c1ccc(OC2CCN(S(=O)(=O)N(C)C)CC2)cc1)C(C)C	-1%	-6%	-7%	-6%	13%	51%[activator]	-4	66%[activator]	-12%
O=C(Cc1ccc(F)cc1)N[C@@H]1c2ccccc2CC[C@H]1OCc1ccccc1	·	10%	-3%	·	-7%	-10%	-1	3%	-16%
Cc1ccc(C)c(NC(=O)c2ccc(=O)n(Cc3ccc(F)cc3)c2)c1	4%	-6%[60.1 µM]	6%	-3%	2%	·	0	?	-10%
COc1ccc(Cn2nnnc2C(C(C)C)N(Cc2ccco2)Cc2cccs2)cc1 (centres undefined)	4%	-7%	-19%	64%[activator]	-8%	-10%	7	-8%	-16%
O=C(NCCc1ccccc1)c1n[nH]c(=O)c2ccccc12	-17%	1%	-45%	-7%	8%	-2%	18&-5	?	6%
CC(=O)c1sc(NC(=O)C2CC(=O)N(Cc3ccco3)C2)nc1-c1ccccc1 (centres undefined)	·	-21%	-30%	·	7%	-16%	-1	?	?
OCC[C@@H]1C[C@H](O)[C@@H](O)[C@]2(CCCc3ccccc3O2)O1	8%	2%	4%	-6%	14%	34%	1	-17%	8%
O=C(CSc1nnnn1-c1cccc(F)c1)NC1CCCCC1	·	3%	-52%	·	-2%[15.4 µM]	13%	-4	3%	-16%
Brc1ccc(-c2nc(-c3ccccc3)no2)o1	-8%	-15%	-8%	1%	-1%	1%	4	0%	-14%
CCCCCOc1ccc(Cl)cc1CN1CCOCC1	12%	-19%	11%	-18%	10%	1%	0	13%	-8%
C=CCOc1ccccc1CN1CCCCCC1	43%	3%	-7%	2%	-2%	-1%	-11	?	-15%
O=S(=O)(NN=C1CCCCC1)c1ccccc1	-20%	-3%	-16%	-10%	-4%	6%	1	-7%	-14%
O=C(/C=C/c1ccccc1Cl)Nc1ccc(Cl)cn1	-20%	-7%	-19%	3%	-4%	33%[activator]	-1	-12%	-12%
COc1ccc(C(=O)NC(=S)N2CCOCC2)cc1Br	21%	0%	-25%	-7%	8%	20%	-2	194%[activator]	-20%
CCc1c(C(=O)N2CCCN(C)CC2)csc1C	1%	-1%	34%	-7%	3%	6%	-5	0%	-3%
COc1ccc(COCC(O)CN(Cc2ccccc2)C(C)C)cc1OC (centres undefined)	15%	5%	-23%[56.9 µM]	-4%	0%	1%	0	-9%	-12%
CC(=O)N/C(=C\c1ccccc1)C(=O)OCC(=O)NC1CCCC1	3%[57.1 µM]	6%	-24%	-5%	1%	-1%	-2	-5%	-15%
O=C(CSc1nnc(-c2ccco2)o1)c1ccc(O)cc1O	1%	0%	0%	-5%	15%	-6%	-1	12%	-17%
COc1ccc(C(CCN2CCCC(C)C2)c2c(O)cc(OC)cc2OC)cc1 (centres undefined)	·	-16%	6%	-10%	·	14%	·	·	·
CC(=O)c1ccc(-c2nnc(CCC(=O)N(C)Cc3cnc4ccccn34)o2)s1	20%	0%	-27%	-7%	17%	10%	4	-1%	-12%
CN(CC(=O)Nc1ccc(Cl)cc1)C1=NS(=O)(=O)c2ccccc21	·	1%	13%	·	7%	5%	-1	-23%	-16%
CC(=O)c1cccc(NC(=O)c2c(N3CCCC3=O)c3cc(F)ccc3n2C)c1	26%	9%	16%	-12%	0%	·	-3	-12%	-9%
CC1(C)Cc2cccc(Oc3ccc(S(=O)(=O)N4CCCCC4)cn3)c2O1	0%	-12%	18%	2%	-3%	-2%	-1	0%	-8%
Cc1cccc(-n2c(CNC(=O)c3ccc(S(=O)(=O)N(C)C)cc3)nnc2SCC(=O)Nc2ccc(F)cc2)c1	0%	0%	-1%	0%	8%	0%	-2	0%	-26%
Cc1nc([N+](=O)[O-])cn1CC(O)c1ccc(Cl)cc1 (centres undefined)	32%	-9%	15%	5%	-3%	10%	-14	10%	-19%
CSc1ccccc1C(=O)N1CCN(c2ccc(F)cc2)CC1	40%	-6%	12%	-8%	-1%	3%	-2	0%	-4%
CC[C@H](C)C(=O)O[C@H]1CCC=C2C=C[C@H](C)[C@H](CC[C@@H]3C[C@@H](O)CC(=O)O3)[C@H]21	-3%&-23%	-7%[60.1 µM]	-10%[56.9 µM]	?	-23%	-6%&-3%&6%	3	?	-5%
Clc1ccc2nc(N3CCNCC3)nc(-c3ccccc3)c2c1	0%	1%	-34%	398%[activator]	1%	-2%	3	-18%	-11%
CCCCN1C(=O)C2Cc3c([nH]c4ccccc34)CN2C1=S (centres undefined)	-12%	-22%	-29%	-17%	24%	9%	1	-18%	-10%
COc1cccc(/C=N/n2c(-c3cc(C)[nH]n3)n[nH]c2=S)c1	-17%	-6%	-53%	-3%	-17%	5%	-15	?	-13%
Cc1c(-c2ccc(Br)cc2)nc2ccccn12	2%[57.1 µM]	-5%	28%	4%	1%	-2%	-6	12%	-14%
Cc1cc(/C=C(\C#N)C(=O)NCc2ccco2)c(C)[nH]1	-4%	-2%	-3%	-3%	-8%	7%	-5	0%	-13%
O=C(NNC(=O)c1cc([N+](=O)[O-])ccc1Cl)c1cccs1	-29%	-16%	34%	-7%	8%	4%	-4	5%	6%
